TSHR antagonist = antagonists of human thyroid stimulating hormone receptor. P16473. TSHR-expressing cells, TSH-stimulated cAMP HTRF, 2 h; stronger effect = lower value. activity change, negative = inhibition, % at 11.5 µM. 330,000 tested, 0.2% active. AID 504810;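 active = activity change below a set negative limit, meaning inhibition stronger than a set level, cut at about -70% in these data; inconclusive = activity change between two set negative limits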; also: % is scaled to controls: 0 for no effect and ±100 for the full control effect
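Cell-based HTRF cAMP assay; TSHR cells + compound, TSH EC80 (4nM final), 2 h, 37 deg C. Lysis with anti-cAMP cryptate and cAMP-d2, 30 min RT, read 665/620 nm.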
TRPV1 ag = human TRPV1 agonism. Q8NER1. TRPV1-expressing cells, Fluo-8 calcium influx, agonist mode. activation, % at 8.33 µM. 320,000 tested, 0.19% active; in the data active = activation above about 80%; inconclusive = between about 30% and that limit; also: 0% is about no effect
Target sequence (Q8NER1 whole entry, looked up): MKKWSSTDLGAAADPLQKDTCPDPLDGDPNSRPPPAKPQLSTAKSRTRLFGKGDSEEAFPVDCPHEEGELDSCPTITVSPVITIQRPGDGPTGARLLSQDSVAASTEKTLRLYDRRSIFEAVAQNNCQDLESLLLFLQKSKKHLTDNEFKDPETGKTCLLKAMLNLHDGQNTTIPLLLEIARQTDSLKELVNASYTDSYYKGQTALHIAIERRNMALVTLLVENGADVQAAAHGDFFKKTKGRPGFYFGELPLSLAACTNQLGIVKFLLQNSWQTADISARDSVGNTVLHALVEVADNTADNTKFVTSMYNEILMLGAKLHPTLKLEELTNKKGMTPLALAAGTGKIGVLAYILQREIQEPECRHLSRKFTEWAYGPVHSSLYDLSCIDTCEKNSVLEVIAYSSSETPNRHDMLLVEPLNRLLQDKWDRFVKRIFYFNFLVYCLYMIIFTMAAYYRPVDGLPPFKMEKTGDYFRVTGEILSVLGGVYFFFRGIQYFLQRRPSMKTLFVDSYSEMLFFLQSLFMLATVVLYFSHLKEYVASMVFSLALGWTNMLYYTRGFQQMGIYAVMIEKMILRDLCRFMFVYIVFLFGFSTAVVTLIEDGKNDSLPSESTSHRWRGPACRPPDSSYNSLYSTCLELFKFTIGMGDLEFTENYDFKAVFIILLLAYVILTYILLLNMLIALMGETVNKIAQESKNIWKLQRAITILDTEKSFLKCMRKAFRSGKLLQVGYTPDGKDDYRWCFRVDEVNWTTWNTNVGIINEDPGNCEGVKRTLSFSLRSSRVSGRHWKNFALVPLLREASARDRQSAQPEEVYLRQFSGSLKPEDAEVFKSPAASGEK
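Fluo-8 calcium influx in TRPV1-expressing cells, kinetic read (ex 480/em 520 nm). Compound added and read 3 min for agonist activity, followed by capsaicin at EC20 final and 2 min further read for enhancement.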
USP2a inh = blocks human ubiquitin-specific protease USP2a; O75604; USP2 core, Ub-CHOP2 coupled fluorogenic reporter, 485/531; Potency, µM (highest dose often 38.3 µM), for inactives: at the top dose activity change, negative = inhibition, usual class: inhibitors; 330,000 tested, 0.01% active; AID 463254;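 also: potency is read from the fitted curve at half-maximal effect; plate controls were DMSO wells for no effect and full inhibition by NEM control for full effect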
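USP2 core (10nM final) preincubated 30min RT with compound in 20mM Tris-HCl pH 8.0, 2mM CaCl2, 2mM beta-mercaptoethanol, 0.05% CHAPS; 25nM Ub-CHOP2 plus 25nM reporter substrate added, fluorescence (Ex485/Em531) read after 60min.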
hERG WT inh = blocks the wildtype human KCNH2 potassium channel | U2OS, BacMam KCNH2, thallium flux FluxOr; stronger effect = lower value | activity change, % at 1.84 µM | 340,000 tested, 0.37% active | AID 720551;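 active = maximum activity change below -70%; inconclusive = maximum activity change between -70% and -50%; inactive = maximum activity change above -50%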; also: % is scaled to controls: 0 for no effect and ±100 for the full control effect
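U2OS cells transduced with wild-type KCNH2 virus are loaded with FluxOr dye for 45 min, and thallium flux is measured in kinetic reads before and after stimulation buffer. Rate constants are normalized to DMSO controls.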
KCNH2 3.1 block = inhibitors of human KCNH2 3.1 potassium channel isoform; 340,000 tested, 0.95% active; activity change, % (tested at about 1.8 µM); U2OS KCNH2 3.1, thallium flux FluxOr; stronger effect = lower value;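 active = maximum activity change below -70%; inconclusive = maximum activity change from -70% to -50%; inactive = maximum activity change above -50%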;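 also: thallium influx rate constant from kinetic fluorescence after stimulation buffer; % is scaled to controls: 0 for no effect and ±100 for the full control effect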
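Kinetic fluorescence (2 min after stimulation buffer) measures Tl+ influx through KCNH2 3.1 expressed by viral transduction in U2OS cells; the rate constant is normalized against DMSO controls serving as positive and negative references.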
TCR act = T cell receptor activation. primary human leukocytes, anti-CD3, IL-2 HTRF, 48 h. Potency, µM (series often up to 9.22 µM), inactives show at the highest dose activation of IL-2 secretion, actives largely listed as activators. 330,000 tested, under 10 active; also: % of control where 0% means no effect
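HTRF read-out of IL-2 secretion: europium cryptate donor excited at 320nm, d2 acceptor emission at 665nm. Cells were primary human leukocytes incubated 48 hr with compounds and a-CD3 beads, supplying TCR signal only.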
Mito fusion act = mitochondrial division inhibition or fusion activation; 320,000 tested, 0.23% active; AID 485298; Potency, µM (doses to about 46.1 µM), inactives show at the highest dose growth rescue (activation), usual class: activators; S. cerevisiae fusion-defective mutant growth rescue, CellTiterGlo 48 h;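 also: potency is read from the fitted curve at half-maximal effect; % of control where 0% means no effect; nearly all actives have a fitted effect of over 45% in size; temperature-sensitive fusion mutants such as fzo1-1 at 37 °C on non-fermentable ethanol glycerol medium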
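Read-out: ATP-based luminescence (CellTiterGlo, 10 min ambient) reporting growth of fusion-defective ts yeast after 48 hours at 37C on glycerol/ethanol YPEG medium in the presence of compound.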
ELG1 DNA repair = inhibitors of ELG1-dependent DNA repair in HEK293T cells | Potency, µM (titrated, usually from 46.1 µM), for the others: top-dose activity change, negative = inhibition, actives largely listed as inhibitors | 330,000 tested, 2.3% active | HEK293T ELG1-luciferase reporter, luminescence, 16 h; DNA damage induced by 5-fluorouridine; also: potency is read from the fitted curve at half-maximal effect; % is scaled to controls: 0 for no effect and ±100 for the full control effect; nearly all actives have a fitted effect of over 55% in size
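Overnight (16 hr) co-exposure of 2,000 cells/well to 5-fluorouridine and compound at 37 °C preceded detection. Luciferase was quantified via ONE-Glo luminescence; loss of signal denotes inhibition.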
Eya2 inh = Eya2 (human) phosphatase inhibition. O00167. recombinant Eya2, OMFP fluorescence dephosphorylation (OMFP is methylfluorescein phosphate). Potency, µM (top dose mostly 76.9 µM), without a hit: top-dose activity, negative = inhibition, actives largely listed as inhibitors. 330,000 tested, 0.006% active. AID 488837; also: potency is read from the fitted curve at half-maximal effect; % is scaled to controls: 0 for no effect and ±100 for the full control effect
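Eya2 protein (added as 0.2 uM solution) was preincubated with compound for 10 min at ambient temperature in 50 mM HEPES pH 7.5, 50 mM NaCl, 5 uM MgCl2, 0.05% BSA, 1 mM DTT. OMFP (added at 50 uM) then reacted 10 min; fluorescence read at 485/525 nm.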
A-T KAP1 phos = potential ataxia-telangiectasia treatments restoring KAP-1 phosphorylation | Potency, µM (titrated, usually from 57.5 µM), for the others: at the top dose activation, hits mostly activators | 320,000 tested, 0.19% active | […] A-T fibroblasts, KAP-1 phosphorylation AlphaLISA; neocarzinostatin DNA damage 30 min before lysis; also: potency is read from the fitted curve at half-maximal effect; % of control where 0% means no effect; nearly all actives have a fitted effect of over 45% in size
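hTERT-immortalized A-T patient fibroblasts ([…]), 500 cells/well in OPTI-MEM, 1% FBS, got compounds for 60 min, then NCS for 30 min at 37C. Lysates were then assayed for phospho-KAP-1 by AlphaLISA (anti-pKAP1 donor, anti-KAP1 acceptor beads), 6 hr at 25C.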
Numbers without * were called inactive; [ ] = remark or other dose. Unless noted, calls follow the shape of the dose curve; as a rule, active = well fitted curve in the direction sought with a large enough effect; inconclusive = small, poorly fitted or top-dose-only effect, or another doubt; inactive = no such curve, though single readings can be large; an effect the other way counts as inactive or inconclusive. An excerpt, so the mix of outcomes need not match the whole.

CC(O)CNCCOc1ccccc1-c1ccccc1 (stereo not drawn) was read as TSHR antagonist 8, TRPV1 ag 10, USP2a inh -1%, hERG WT inh 31, KCNH2 3.1 block 18, TCR act -5%, Mito fusion act -9%, ELG1 DNA repair inconclusive, Eya2 inh -10% and A-T KAP1 phos 4%.
Screening COc1cccc(C2Nc3ccccc3NC3=C2C(=O)CC(C)(C)C3)c1OC (stereo not drawn) returned TSHR antagonist 14, TRPV1 ag 1, USP2a inh 0%, hERG WT inh -5, KCNH2 3.1 block 0, Mito fusion act 4%, ELG1 DNA repair 1%, Eya2 inh -1% and A-T KAP1 phos 16%.
`Cc1ccc(OCC(=O)Nc2ccc(N3CCOCC3)cc2)cc1` gave TSHR antagonist 5, TRPV1 ag 17, USP2a inh -1%, hERG WT inh -1, KCNH2 3.1 block 6, TCR act 4%, Mito fusion act -2%, ELG1 DNA repair 10%, Eya2 inh 12% and A-T KAP1 phos 13%.
CN1C(=O)NC(c2ccccc2[N+](=O)[O-])C2=C1CCCC2=O (stereo not drawn) was read as TSHR antagonist -4, TRPV1 ag -3, USP2a inh 10%, hERG WT inh 0, KCNH2 3.1 block -4, TCR act 12%, Mito fusion act -4%, ELG1 DNA repair -11%, Eya2 inh -4% and A-T KAP1 phos 2%.
`CCCCN(C(=O)C1CC(=O)N(Cc2ccc(C)cc2)C1)c1c(N)n(CC(C)C)c(=O)[nH]c1=O` (stereo not drawn) gave TSHR antagonist 1, TRPV1 ag -4, USP2a inh 3%, hERG WT inh 7, TCR act 3%, Mito fusion act 0%, ELG1 DNA repair 2%, Eya2 inh 2% and A-T KAP1 phos 8%.
CCOC(=O)N1CCN(S(=O)(=O)c2ccc(C(=O)Nc3sc4c(c3C(=O)OC)CCN(C)C4)cc2)CC1 was read as TSHR antagonist 14, TRPV1 ag 2, USP2a inh 4%, hERG WT inh -4, KCNH2 3.1 block 0, TCR act 10%, Mito fusion act 1%, ELG1 DNA repair 0%, Eya2 inh -18% and A-T KAP1 phos 5%.
Screening Cc1cccc(NC(=S)N2CCCCC2c2cccnc2)c1C (stereo not drawn) returned TSHR antagonist 1, USP2a inh 4%, hERG WT inh -2, KCNH2 3.1 block 6, TCR act -9%, Mito fusion act -4%, ELG1 DNA repair -9%, Eya2 inh 13% and A-T KAP1 phos 1%.
`Cc1cc(Cl)ccc1NC(=O)CCN1C(=O)NC(C)(C)C1=O` gave TSHR antagonist 3, TRPV1 ag 3, USP2a inh -2%, hERG WT inh 5, KCNH2 3.1 block 5, TCR act 4%, Mito fusion act 1%, ELG1 DNA repair 13%, Eya2 inh -1% and A-T KAP1 phos -1%.
`CC1CC(C)CN(C(=O)COC(=O)c2ccc3ccccc3n2)C1` (stereo not drawn) gave TSHR antagonist 19, TRPV1 ag 11, USP2a inh -3%, hERG WT inh -13, KCNH2 3.1 block 0, TCR act -5%, Mito fusion act 3%, ELG1 DNA repair 23%, Eya2 inh 18% and A-T KAP1 phos 21%.
For COCCCNC(=O)c1ccc2c(=O)n(C3CCCC3)c(=S)[nH]c2c1 the results were TSHR antagonist 5, TRPV1 ag -2, USP2a inh 0%, hERG WT inh 6, KCNH2 3.1 block -2, TCR act -8%, Mito fusion act -1%, ELG1 DNA repair inconclusive, Eya2 inh -4% and A-T KAP1 phos -3%.
COc1ccc(CCN2C(=O)C3CC=C(C)CC3C2=O)cc1OC (stereo not drawn) was read as TSHR antagonist -4, TRPV1 ag 4, USP2a inh 0%, hERG WT inh -3, KCNH2 3.1 block 1, TCR act 1%[46.1 µM], Mito fusion act -1%, ELG1 DNA repair -1%, Eya2 inh 7% and A-T KAP1 phos 1%.
For Cc1nc(NC(=O)COC(=O)C(C)NC(=O)c2ccccc2)c(Cl)cc1Cl (stereo not drawn) the results were TSHR antagonist 21, TRPV1 ag -2, USP2a inh -1%, hERG WT inh 17, KCNH2 3.1 block -7, TCR act 3%, Mito fusion act -3%, ELG1 DNA repair 15%, Eya2 inh -1% and A-T KAP1 phos 7%.
For O=C(N/N=C/c1cccc(O)c1)c1cc2c(ccc3ccccc32)o1 the results were TSHR antagonist 8, TRPV1 ag inconclusive, USP2a inh 0%, hERG WT inh 2, KCNH2 3.1 block -3, TCR act 12%, Mito fusion act 2%, ELG1 DNA repair -15%, Eya2 inh -11% and A-T KAP1 phos 9%.
Screening CC(=O)c1ccc(NC(=O)Cn2nc(C)c([N+](=O)[O-])c2C)cc1 returned TSHR antagonist 5, TRPV1 ag -4, USP2a inh 1%, hERG WT inh 14, KCNH2 3.1 block -5, TCR act -1%, Mito fusion act -3%, ELG1 DNA repair 15%, Eya2 inh -14% and A-T KAP1 phos 2%.
`Cc1cc(NC(=O)COc2coc(CN3CCN(c4ccccc4F)CC3)cc2=O)no1` gave TSHR antagonist -4, TRPV1 ag -1, USP2a inh 1%, hERG WT inh 7, KCNH2 3.1 block 5, TCR act 0%, Mito fusion act 2%, ELG1 DNA repair -1%, Eya2 inh -27% and A-T KAP1 phos 6%.
COc1ccc(C(=O)CC(=O)C(=O)Nc2cccc(F)c2)cc1 was read as TSHR antagonist -6, TRPV1 ag 4, USP2a inh 5%, hERG WT inh -5, KCNH2 3.1 block -34, TCR act 9%, Mito fusion act 12%, ELG1 DNA repair -16%, Eya2 inh 2% and A-T KAP1 phos 21%.
For O=C(NC1CCCCC1)C(c1ccncc1)N(C(=O)c1csnn1)c1ccccc1F (stereo not drawn) the results were TSHR antagonist 6, TRPV1 ag -3, USP2a inh -1%, hERG WT inh -7, KCNH2 3.1 block 9, TCR act 1%, Mito fusion act 1%, ELG1 DNA repair 1%, Eya2 inh -2% and A-T KAP1 phos 4%.
Cn1c(=O)c2c(SCC(=O)N3CCCCC3)nc(-c3ccccc3F)nc2n(C)c1=O was read as TSHR antagonist 14, TRPV1 ag -4, USP2a inh 1%, hERG WT inh 8, TCR act -46%, Mito fusion act 3%, ELG1 DNA repair 15%, Eya2 inh 4% and A-T KAP1 phos 21%.
Screening S=C(NCCCn1ccnc1)Nc1cccc(Cl)c1 returned TSHR antagonist -6, TRPV1 ag -4, USP2a inh -1%, hERG WT inh -1, KCNH2 3.1 block -4, TCR act 9%, Mito fusion act inconclusive, ELG1 DNA repair -1%, Eya2 inh -14% and A-T KAP1 phos 0%.
Screening Nc1ccc(C(=O)O)cc1[N+](=O)[O-] returned TSHR antagonist -7, TRPV1 ag 0, USP2a inh 7%, hERG WT inh -1, KCNH2 3.1 block -10, TCR act 0%, Mito fusion act 1%, ELG1 DNA repair -2%, Eya2 inh 5% and A-T KAP1 phos -2%.
CCC(/C=N/NC(=O)C(N)=O)CC was read as TSHR antagonist 2, TRPV1 ag 0, USP2a inh 1%, KCNH2 3.1 block -4, TCR act 4%[46.1 µM], Mito fusion act 1%, ELG1 DNA repair 7%, Eya2 inh 3% and A-T KAP1 phos 3%.
Screening COc1cc2c(cc1OC)CN(C(=O)c1cc3ccccc3oc1=O)CC2 returned TSHR antagonist -4, TRPV1 ag 3, USP2a inh 6%, hERG WT inh -11, KCNH2 3.1 block 21, TCR act -3%, Mito fusion act -6%, ELG1 DNA repair -24%, Eya2 inh 13% and A-T KAP1 phos -4%.
Screening CCCNC(=O)NC(=O)CSc1nnc(C)n1N returned TSHR antagonist 7, TRPV1 ag -2, USP2a inh 0%, hERG WT inh 1, KCNH2 3.1 block -5, TCR act 1%, Mito fusion act -4%, ELG1 DNA repair 8%, Eya2 inh 0% and A-T KAP1 phos 5%.
COc1ccc(OC)c(S(=O)(=O)NCCCN2CCCC2=O)c1 was read as TSHR antagonist 6, TRPV1 ag -2, USP2a inh 5%, hERG WT inh -6, KCNH2 3.1 block 7, TCR act 5%, Mito fusion act 1%, ELG1 DNA repair 6%, Eya2 inh -5% and A-T KAP1 phos 8%.
Screening Cc1cc(=O)[nH]c(/N=C(\N)Nc2ccc(SC(F)F)cc2)n1 returned TSHR antagonist -1, TRPV1 ag 0, USP2a inh -1%, hERG WT inh 1, KCNH2 3.1 block 3, TCR act 1%, Mito fusion act -1%, ELG1 DNA repair -5%, Eya2 inh -6% and A-T KAP1 phos 15%.

2 consecutive entries from above, quoted:
COc1ccc(OC)c(S(=O)(=O)NCCCN2CCCC2=O)c1 was read as TSHR antagonist 6, TRPV1 ag -2, USP2a inh 5%, hERG WT inh -6, KCNH2 3.1 block 7, TCR act 5%, Mito fusion act 1%, ELG1 DNA repair 6%, Eya2 inh -5% and A-T KAP1 phos 8%.
Screening Cc1cc(=O)[nH]c(/N=C(\N)Nc2ccc(SC(F)F)cc2)n1 returned TSHR antagonist -1, TRPV1 ag 0, USP2a inh -1%, hERG WT inh 1, KCNH2 3.1 block 3, TCR act 1%, Mito fusion act -1%, ELG1 DNA repair -5%, Eya2 inh -6% and A-T KAP1 phos 15%.
